Compound activity deposited in PubChem BioAssay by several laboratories.
HEK293 NOD2/NF-kB = NOD2 signaling inhibitors, cell-based, luminescence, uHTS, HEK293 (AID 1566); HEK293 NOD2/NF-kB luciferase reporter, luminescence; higher % means a stronger effect; one-dose inhibition, % at 4 µM; EC50 in µM for titrated hits; 0.63% of 290,000 active; in the data active = inhibition above about 50%; note: many of its hits are not listed in these tables
Insulin prom up = insulin promoter activators in MIN6 cells, imaging, high-content screening, mouse beta cells; MIN6 insulin promoter-GFP reporter; stronger effect = higher value; z-score at 5 µM; 0.3% of 190,000 active; AID 1625, 2009;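 active = z-score above 3 at 5 µM with at least 500 cells counted in the well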
Yfh1-off respiration = enhancers of respiration in Yfh1-depleted yeast, dose response, Friedreich's ataxia, plus single-dose screen (AID 1465); one-dose fold induction at 50 µM; EC50 in µM for titrated hits; 0.074% of 220,000 active; S. cerevisiae Yfh1-off respiration, WST-1 reduction, 72 h; higher fold induction means a stronger effect;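 active = fold induction of absorbance versus untreated yeast above a set limit, then at least 30% activation at any dose in follow-up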;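 note: activators that raise dye reduction in frataxin-depleted yeast; strong numbers were not always called active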
MT stabilizer = microtubule stabilizers in HeLa cells, primary screen, imaging, high-content imaging; HeLa tubulin immunostaining HCS, 24 h; share of cells brighter than vehicle mean+2SD; % tubulin-high responders, % at 10 µM; 0.83% of 200,000 active;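 active = plate Z-score above 3 for both tubulin-high and condensed-nucleus cell shares, with cell loss under 80%, at 10 µM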;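 note: anti alpha tubulin signal scored within the nucleus-defined area of each cell; some results filed as inactive read as strong as hits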
b-catenin transl = modulators of beta-catenin nuclear translocation, primary screen, imaging, HeLa cells, immunofluorescence, high-content; nuclear translocation activity, % at 5 µM; 0.3% of 190,000 active; AID 1665, 2009;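 active = nuclear translocation activity above 50% at 5 µM, with a well cell count of 50 or more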;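 note: per-cell ratio of nuclear to cytoplasmic median beta-catenin stain intensity; plate controls were DMSO negative control for no effect and GSK-3 inhibitor IX positive control for full effect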
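Signal – beta-catenin immunofluorescence imaging with DAPI · Test system – human HeLa cell line · Dosing – 5 µM primary single dose, 0.1% DMSO, 0.02–20 µM confirmation series · Measure – % activation, nuclear-to-cytoplasmic median beta-catenin signal ratio per cell · Incubation – 24 h compound exposure at 37°C, 5% CO2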
NOD1 NF-kB reporter = NOD1 signaling inhibitors, primary screen, cell-based, luminescence, uHTS (AID 1578). NOD1-driven NF-kB luciferase reporter cells, luminescence; higher % means a stronger effect. one-dose inhibition, % at 4 µM; EC50 in µM for titrated hits. 1% of 290,000 active; in the data active = inhibition mostly above about 36%, no sharp cut-off; inactive = mostly below about 34%;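 note: HEK-293T reporter cells stimulated with the NOD1 agonist gamma-tri-DAP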
Dynein transport = inhibitors of GR-EGFP nuclear translocation, primary screen, dynein cargo transport inhibitor project, imaging, high-content, 3617.4 mouse cells | test concentration mostly 20 µM; stimulated with dexamethasone, 1 µM; stronger effect = lower value | 0.47% of 220,000 active | z-score, hits read low;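 active = plate z-score of nuclear minus cytoplasmic receptor signal below a set negative limit, without overly bright fluorescence or cell loss, cut at about -3.5 in these data, passing the limit was not always enough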;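 note: z-score of nuclear minus cytoplasmic ring GR-EGFP intensity difference per well; some compounds called inactive have numbers as strong as hits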
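Buffer or medium – tet-free medium with charcoal-stripped serum · Signal – automated 10x imaging of fixed Hoechst-stained cells · Also added – dexamethasone agonist, 1.0 µM final, for 30 min · Incubation – induction 48 h, compound 1 h, agonist 30 min · Read-out – GR-EGFP nuclear translocation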
Autophagy mod = autophagy modulators in MEF cells, primary screen, imaging, high-content, MEF GFP-LC3 | MEF GFP-LC3 puncta imaging; test concentration mostly 10 µM | calls only at 10 µM (by protocol) | 0.98% of 190,000 active;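 active = percentage of spot-positive cells more than 3 SD above its plate mean, without a fluorescence outlier flag or 80% toxicity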;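 note: spot-positive cell cutoff set from DMSO-treated cells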
P. falciparum M17LAP = P. falciparum M17LAP inhibitors, primary screen, biochemical, fluorogenic H-Leu-NHMec substrate, 1536-well (AID 1619); Leucine aminopeptidase (Plasmodium falciparum (isolate 3D7)); recombinant M17LAP, H-Leu-NHMec fluorogenic kinetic assay; higher % means a stronger effect; one-dose inhibition, % at 30 µM; IC50 in µM for titrated hits; 0.38% of 220,000 active;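 active = compound inhibiting the enzyme by more than half at any dose during confirmatory dose-response retesting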;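 note: plate controls were full reaction with DMSO carrier for no effect and no enzyme background for full effect; strong numbers were not always called active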
Dynein transport cytoplasmic EGFP = also measured in Dynein transport; calls as there; z-score; measured here: cytoplasmic GR-EGFP intensity; stronger effect = higher value
Dynein transport nuclear GR-EGFP = recorded beside Dynein transport, whose call it bears; z-score; measured here: nuclear GR-EGFP intensity;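 lower value marks the stronger effect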
Dynein transport cell count = also measured in Dynein transport; calls as there; z-score; measured here: cell count per field
Insulin prom up cell count = second read-out of Insulin prom up, no call of its own (marks repeat the call); cell count; measured here: cytotoxicity, nuclei count;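 total cells summed across four imaged fields per well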
b-catenin transl cell count 5 µM = recorded beside b-catenin transl, whose call it bears; cell count; measured here: cell count, cytotoxicity flag
MT stabilizer Hoechst-high % = recorded beside MT stabilizer, whose call it bears; % Hoechst-high responders; measured here: nuclear condensation Hoechst responders;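 share of cells brighter than vehicle mean plus two SD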
MT stabilizer cytotoxicity % = also measured in MT stabilizer; calls as there; toxicity, %; measured here: cytotoxicity by cell density;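 0% = mean cell density of plate MIN control wells and 100% = no cells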
Autophagy mod cell loss 18 h = further read-out of Autophagy mod, marked with its call; toxicity, %; measured here: cell loss, nuclei count;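 cell loss after 18 h compound exposure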
* = called active by the depositor; i = inactive; x = not tested or not shown. Not all compounds are listed; the hit share may differ from the screen's.

SMILES	HEK293 NOD2/NF-kB	Insulin prom up	Insulin prom up cell count	Yfh1-off respiration	MT stabilizer	MT stabilizer Hoechst-high %	MT stabilizer cytotoxicity %	b-catenin transl	b-catenin transl cell count 5 µM	NOD1 NF-kB reporter	Dynein transport	Dynein transport cytoplasmic EGFP	Dynein transport nuclear GR-EGFP	Dynein transport cell count	Autophagy mod	Autophagy mod cell loss 18 h	P. falciparum M17LAP
Cn1cnnc1SCC(=O)Nc1nc(-c2ccccc2)cs1	8.7%	-1.2	1697	i	3.0	2.8	6.2	0.4	1550	-31.6%	1.37	-0.103	0.922	-1.5	i	-5.3	-1.2%
Fc1ccc(N/N=C/c2ccncc2)c(F)c1	-109.6%	-0.34	1457	i	8.5	2.5	2.6	0.6	1083	-52.7%	3.15	0.0104	2.82	-4.28	i	7.4	-6.6%
CCOc1cc(C2C3=C(CCCC3=O)N(C)C3=C2C(=O)CCC3)cc(Cl)c1O	12.6%	-0.33	1273	i	3.9	1.7	1.2	-2.3	1271	-25.2%	-0.701	0.551	0.109	-0.0606	i	-9.7	16.2%
CC(=O)NCCn1c(SCc2cc(=O)n3cc(Cl)ccc3n2)nc2ccccc2c1=O	-6.5%	0.88	1168	i	5.7	3.7	5.2	0.7	1544	-29.5%	-0.629	-0.345	-0.229	0.474	i	4.7	-16.4%
COCCOC(=O)C1=C(C)Nc2ncnn2C1c1ccccc1 (stereo not given)	36.2%	1.26	1745	i	2.9	2.6	8.6	-0.3	1065	8.4%	-0.34	-0.187	0.188	-0.168	i	-6.5	-5.5%
OCCCN1CCN(CCOc2ccccc2-c2ccccc2)CC1	5.7%	-0.41	1253	i	3.0	3.8	7.3	1.3	529	-3.7%	0.0589	-0.316	-0.167	0.0158	i	-6.1	-8.7%
COc1cc(/C=N/N=C(\N)c2nonc2N)ccc1O	-44.7%	-0.1	1377	i	3.1	1.3	1.7	-0.6	1024	-20.6%	-0.508	-0.288	-0.0494	1.11	i	-26.8	16.2%
Nc1nonc1C(=O)NCCNc1ccc([N+](=O)[O-])cc1	4.7%	0.1	1424	i	x	x	x	-5.6	1189	-1.0%	0.359	-0.221	0.156	-0.194	x	x	2.1%
Cc1cccc(N2CCN(C(=O)CCCn3c(=S)[nH]c4cc5c(cc4c3=O)OCO5)CC2)c1C	38.2%	0.3	1570	x	2.8	3.8	8.2	-1.5	1464	2.8%	1.34	0.00663	0.38	0.726	i	-0.6	-8.9%
O=Cc1c(NCc2ccco2)nc2ccccn2c1=O	-1.7%	-0.63	1546	i	1.5	1.6	8.3	-0.7	1141	-32.8%	-0.24	-0.361	-0.00339	0.618	i	4.9	26.0%
NC1=C([N+](=O)[O-])C(c2ccc(F)cc2)C2=C(CCCC2=O)O1 (stereo not given)	18.2%	0.77	1273	i	3.5	3.5	7.3	x	x	-21.2%	-0.406	-0.301	-0.431	0.0933	i	0.8	-19.5%
Cc1ccc(S(=O)(=O)NCCCCCC(=O)Nc2cccc(C)c2)cc1	15.8%	0.58	1385	i	6.0	2.2	8.7	x	x	-18.6%	-0.934	-0.289	-0.643	0.819	i	-5.2	20.4%
CN1CCN(S(=O)(=O)Cc2ccc(Cl)cc2)CC1	-33.2%	-0.13	1404	i	x	x	x	2.0	1048	-4.5%	1.25	-0.291	0.581	-0.347	x	x	-4.3%
CC1CN(S(=O)(=O)c2cccc(-c3csc(-c4ccccc4)n3)c2)CC(C)O1 (stereo not given)	20.0%	0.25	834	i	1.9	1.6	9.6	-2.4	1182	3.5%	1.09	-0.00019	0.756	-1.15	i	-1.0	-6.8%
CCC(C)Sc1nc2c(c(=O)[nH]c(=O)n2C)n1CCc1ccccc1 (stereo not given)	4.3%	-0.62	1191	i	6.7	3.4	8.3	-2.1	1170	-24.8%	-0.341	-0.256	-0.309	1.24	i	28.7	-11.8%

Results in Insulin prom up cell count and Dynein transport cell count, for two of the compounds above:
mol,Insulin prom up cell count,Dynein transport cell count
O=Cc1c(NCc2ccco2)nc2ccccn2c1=O,1546,0.618
NC1=C([N+](=O)[O-])C(c2ccc(F)cc2)C2=C(CCCC2=O)O1 (stereo not given),1273,0.0933

The results go on:
SMILES	HEK293 NOD2/NF-kB	Insulin prom up	Insulin prom up cell count	Yfh1-off respiration	MT stabilizer	MT stabilizer Hoechst-high %	MT stabilizer cytotoxicity %	b-catenin transl	b-catenin transl cell count 5 µM	NOD1 NF-kB reporter	Dynein transport	Dynein transport cytoplasmic EGFP	Dynein transport nuclear GR-EGFP	Dynein transport cell count	Autophagy mod	Autophagy mod cell loss 18 h	P. falciparum M17LAP
O=C(Nc1ccccc1N1CCCC1)c1ccc2c(c1)OCO2	-20.9%	0.45	1770	i	2.1	2.8	7.6	-0.5	1051	-20.9%	-0.706	-0.207	-0.089	0.118	i	-1.4	5.2%
Cc1[nH]c2ccccc2c1C(=O)CSc1ccc(F)cc1	-8.6%	0.73	1385	i	2.4	2.7	8.5	x	x	-20.9%	-0.657	-0.309	-0.634	0.721	i	7.9	9.8%
Cc1c(-c2ccc(F)cc2)[n+](=O)c2c(n1[O-])CCCCC2	10.5%	0.28	1334	i	1.2	1.7	6.1	-0.9	557	-21.6%	-1.06	-0.333	-0.86	1.12	i	-12.6	-2.7%
N#CC1C(C#N)N2CCCN2C1c1ccc(Br)cc1 (stereo not given)	-6.7%	-0.37	1312	i	x	x	x	-4.1	1153	7.4%	0.946	-0.203	0.413	-0.0505	x	x	-5.3%
CC(C)SCc1nc2ccccc2[nH]1	4.0%	0.6	851	x	2.4	1.2	7.1	4.6	1112	4.1%	-0.663	-0.289	-0.402	0.765	i	0.7	-1.2%
CC(C)Nc1nc(Oc2ccc(Cl)cc2Cl)cc(C(F)(F)F)n1	9.3%	1.03	1822	i	1.2	2.1	10.0	-3.7	1139	46.2%	-0.484	-0.176	-0.069	0.873	i	-3.2	-6.4%
CN(C(=O)COC(=O)c1cncc(Br)c1)C1CCS(=O)(=O)C1 (stereo not given)	17.7%	x	x	i	3.5	2.0	8.0	-3.4	1127	-27.5%	0.383	-0.176	0.252	-0.141	i	10.6	8.4%
Cc1ccccc1NC(=O)COC(=O)CCc1nc2ccccc2c(=O)[nH]1	14.4%	0.26	1589	i	8.3	1.9	5.9	-3.8	1078	-13.5%	0.384	0.456	0.531	0.505	i	-6.1	2.3%
COc1ccc(NC(=O)c2[nH]c(C)c(C(C)=O)c2C)cc1S(=O)(=O)Nc1ccc(Br)cc1	-5.5%	-0.2	1402	i	x	x	x	-3.1	1144	-6.4%	-0.0099	-0.139	0.0248	0.353	x	x	1.9%
Cc1ccc(S(=O)(=O)n2nc(C)cc2C)cc1	13.8%	-0.91	993	i	1.2	1.0	5.2	-0.2	1142	18.3%	2.08	-0.181	1.98	-0.673	i	-3.1	9.7%
CCOC(=O)C[N+]1(C)CCN(C(C)=O)CC1	12.0%	0	1163	i	3.0	3.6	19.7	0.5	1109	-0.2%	-0.566	-0.362	-0.318	0.0599	i	0.1	8.7%
C=CCn1c(C)cc(C(=O)Cn2nc(C(=O)O)c3ccccc3c2=O)c1C	6.5%	-0.08	1238	i	2.8	3.1	4.8	3.1	993	-26.7%	-0.815	-0.293	-0.509	1.34	i	-6.0	-3.2%
COc1ccc(NC(=S)N2CCN(C/C=C/c3ccccc3)CC2)c(OC)c1	x	-0.99	1617	i	5.4	1.6	6.3	1.3	1041	x	-0.263	-0.203	0.0213	0.399	i	17.5	4.1%
CCOc1ccc(C(C)=O)cc1COC(=O)C1=COCCO1	-0.1%	0.35	1153	i	1.8	1.9	4.5	-2.0	839	4.9%	-0.869	-0.19	-0.42	1.29	i	-6.2	4.0%
CCCn1c(=O)c2ccccc2n2c(SCC(=O)c3ccc(CC)cc3)nnc12	17.8%	0.23	1457	i	2.3	1.7	1.7	0.7	1373	-16.0%	-0.91	-0.208	-0.242	0.208	i	-1.4	-1.8%
CC(=O)c1ccc(N2CCN(C(=O)/C=C/c3ccc(S(=O)(=O)NCc4ccco4)cc3)CC2)cc1	7.5%	-1.73	1261	i	1.5	1.8	4.3	0.8	1141	10.2%	2.49	0.0997	1.67	-1.03	i	3.5	13.3%
COc1cccc(-c2cc3nc4c(c(N5CCC6(CC5)OCCO6)n3n2)CCCC4)c1	8.5%	-0.61	1324	i	3.4	1.1	27.1	x	x	-23.8%	2.14	-0.258	1.53	-1.59	i	-7.2	-3.8%
O=C(CC(C(=O)O)c1c[nH]c2ccccc12)c1ccccc1 (stereo not given)	-13.7%	0.47	1431	i	1.4	2.2	7.2	-0.6	1014	-28.7%	-0.207	-0.0724	-0.0902	-1.18	i	-10.4	8.0%
O=C1c2cccc3c(N4CCCCC4)ccc(c23)C(=O)N1c1cccc(O)c1	-17.9%	x	x	i	2.9	4.2	3.6	0.2	1483	-12.5%	1.69	2.54	1.05	-0.0127	i	9.9	-8.8%
CC(C)(O)c1cc(=O)sc2nc3ccccc3n12	5.4%	-0.16	1142	i	2.8	2.1	4.3	-0.9	1198	3.0%	-0.812	-0.167	-0.778	-0.0796	i	-2.6	6.6%
Cc1ccc(NC(=O)CSCC(=O)Nc2ccc(N3CCOCC3)c(Cl)c2)cc1	-4.9%	0.89	1521	i	4.2	2.2	9.2	0.6	1312	0.7%	0.287	-0.099	-0.722	0.0319	i	-2.6	7.8%
CCC(CC)c1nnc(NC(=O)Oc2ccccc2)s1	2.6%	x	x	i	4.1	1.9	2.9	x	x	-0.5%	-0.366	-0.163	-0.727	-0.467	i	1.2	0.9%
